Screening data: PubChem BioAssay, several laboratories
MsrA inh: inhibitors of bovine MsrA. purified bovine MsrA, absorbance read-out. inhibition, % at 15.5 µM. hit rate 0.75% among 360,000. AID 651718; in the data active = inhibition above about 4.5%;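 also: 0% = vehicle wells with enzyme and 100% = reference inhibitor wells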
Rin1-Abl PPI inh: human Rin1-Abl interaction inhibition | inhibition, % at 7.35 µM | hit rate 0.4% among 360,000 | P00519+Q13671 | TR-FRET Rin1/Abl binding, biochemical | AID 588664; in the data active = inhibition above about 5%, passing the limit was not always enough
CSN inh: CSN deneddylation inhibition; Q92905; inhibition, % at 12.5 µM; hit rate 0.38% among 360,000; AID 651999; Purified CSN, SCF-Nedd8-OG deneddylation, fluorescence polarization;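 active = pattern-corrected inhibition above about 35%, with an unprinted fluorescence ratio check between 0.5 and 1.5, limit read from the data, passing the limit was not always enough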;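 also: 0% = enzyme with substrate and 100% = substrate without enzyme; some results filed as inactive read as strong as hits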
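Test system: purified human Csn5 enzyme expressed in HEK293T cells. Amount: 0.24 nM enzyme. Reagent: SCFSkp2-Nedd8OG substrate at 10 nM final. Schedule: 90 min incubation of compound, enzyme and substrate at room temperature. Detection: fluorescence polarization. Read-out: % inhibition of substrate cleavage by Csn5.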
MsrA act: activators of bovine methionine sulfoxide reductase A; purified bovine MsrA, absorbance read-out; activation, % at 10.6 µM; hit rate 0.3% among 360,000; AID 602163; in the data active = activation above about 7.5%;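 also: 0% = vehicle and 100% = reference activator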
Tb MetRS inh: Trypanosoma brucei MetRS inhibition | purified T. brucei MetRS, ATP depletion, Kinase-Glo luminescence | inhibition, % at 11.9 µM | hit rate 0.4% among 360,000;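 active = inhibition above a per-plate cutoff of the control wells' mean inhibition plus 3 SD, cut at about 5.5% in these data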;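 also: 0% = DMSO wells median and 100% = median of wells with control inhibitor compound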
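Dosing: 11.9 µM compound single dose, 0.9% DMSO; Assay system: purified T. brucei MetRS enzyme; Measured by: Kinase-Glo luciferase luminescence reporting remaining unconsumed ATP; Schedule: 15 min plus 2 h at 25 °C.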
Neddylation inh: cullin neddylation inhibition; hit rate 0.58% among 360,000; P61081+Q13564; TR-FRET cullin neddylation, biochemical; calls only at 25 µM; in the data active = inhibition above about 36%
E coli Lon inh: inhibitors of E. coli Lon protease; P0A9M0; inhibition, % at 7.94 µM; AID 602123; purified E. coli Lon protease, fluorescence polarization; hit rate 0.42% among 360,000; in the data active = inhibition above about 13%, passing the limit was not always enough;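 also: 0% = enzyme with probe and DMSO and 100% = no enzyme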
Target sequence (P0A9M0 whole entry, looked up): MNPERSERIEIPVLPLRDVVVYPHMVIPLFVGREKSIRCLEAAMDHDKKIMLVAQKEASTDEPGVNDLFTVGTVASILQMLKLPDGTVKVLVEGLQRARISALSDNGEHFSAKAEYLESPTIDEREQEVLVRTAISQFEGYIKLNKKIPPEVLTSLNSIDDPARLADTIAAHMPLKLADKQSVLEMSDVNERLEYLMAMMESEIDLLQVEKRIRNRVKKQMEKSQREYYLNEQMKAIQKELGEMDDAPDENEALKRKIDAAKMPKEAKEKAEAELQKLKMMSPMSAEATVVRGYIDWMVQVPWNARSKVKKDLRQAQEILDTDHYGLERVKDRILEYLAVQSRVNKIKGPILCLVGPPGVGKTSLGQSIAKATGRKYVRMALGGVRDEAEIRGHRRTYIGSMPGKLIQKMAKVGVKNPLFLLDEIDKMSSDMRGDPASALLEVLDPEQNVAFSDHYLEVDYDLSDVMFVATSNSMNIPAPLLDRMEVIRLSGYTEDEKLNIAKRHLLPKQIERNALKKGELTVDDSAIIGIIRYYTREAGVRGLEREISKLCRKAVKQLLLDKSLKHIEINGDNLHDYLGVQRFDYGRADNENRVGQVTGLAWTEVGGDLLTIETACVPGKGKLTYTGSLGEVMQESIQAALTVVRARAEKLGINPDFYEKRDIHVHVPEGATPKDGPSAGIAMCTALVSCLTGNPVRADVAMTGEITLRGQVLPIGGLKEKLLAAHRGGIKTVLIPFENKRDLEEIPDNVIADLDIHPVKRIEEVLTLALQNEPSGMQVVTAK
PABP1 MLLE inh: inhibitors of microRNA-mediated deadenylation, human PABP1 MLLE binding. inhibition, % at 20 µM. GST-MLLE / FITC-PAM2 fluorescence polarization. AID 588489. P11940. hit rate 0.36% among 360,000; in the data active = inhibition above about 35%, passing the limit was not always enough;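 also: plate controls were DMSO wells with GST-MLLE for no effect and wells lacking GST-MLLE protein for full effect; some results filed as inactive read as strong as hits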
FAS TE block: FAS thioesterase (human) inhibition. P49327. recombinant FAS-TE, OMFH fluorogenic substrate, fluorescence endpoint. inhibition, % at 15 µM. hit rate 0.67% among 360,000;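 active = compounds whose normalised, plate-corrected inhibition of enzyme fluorescence in the single-dose primary screen is 50% or more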;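 also: 0% = DMSO with enzyme and 100% = substrate without enzyme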
An asterisk follows results filed as active; i = inactive; / = no result given. Not a hit list; any-hit rate near 4%.

Start of the listing, in advance (three entries):
SMILES	MsrA inh	Rin1-Abl PPI inh	CSN inh	MsrA act	Tb MetRS inh	Neddylation inh	E coli Lon inh	PABP1 MLLE inh	FAS TE block
COCCn1c(SCC(=O)Nc2ccccc2)nc2c1c(=O)[nH]c(=O)n2C	-0.3	-3	0	-1	-1.0	i	5	12	-3
COc1ccc(CNC(=O)c2cc(C3CC3)on2)cc1	0.3	0	0	0	-0.3	i	-11	1	0
Nc1ccccc1S(=O)(=O)NC1=NCCCCC1	0.5	0	-2	-11	-1.4	i	-11	16	-3

All compounds of this part, from the start:
SMILES	MsrA inh	Rin1-Abl PPI inh	CSN inh	MsrA act	Tb MetRS inh	Neddylation inh	E coli Lon inh	PABP1 MLLE inh	FAS TE block
COCCn1c(SCC(=O)Nc2ccccc2)nc2c1c(=O)[nH]c(=O)n2C	-0.3	-3	0	-1	-1.0	i	5	12	-3
COc1ccc(CNC(=O)c2cc(C3CC3)on2)cc1	0.3	0	0	0	-0.3	i	-11	1	0
Nc1ccccc1S(=O)(=O)NC1=NCCCCC1	0.5	0	-2	-11	-1.4	i	-11	16	-3
COC(=O)CCN1CCC2CC1c1cc(-c3cccc(C)c3)ccc12 (stereo not drawn)	0.7	-2	11	-2	-1.4	i	3	-14	-1
COc1ccc(C2NC(c3ccc(OC)cc3)C(c3ccccc3)C(=O)C2c2ccccc2)cc1 (stereo not drawn)	2.5	0	-1	-3	0.4	i	-5	20	62*
O=C(O)c1ccc(NC2=C(N3CCOCC3)C(=O)c3ccccc3C2=O)cc1	-1.1	-1	-3	-1	1.0	i	-10	32	-6
COc1ccc(CN2CCNC(=O)C2CC(=O)NC2CCOCC2)c(F)c1 (stereo not drawn)	-0.6	-1	0	0	-0.5	i	7	-1	-6
O=C(CNC(=O)Cc1ccccc1)NCC(=O)N1CCN(C(c2ccccc2)c2ccccc2)CC1	0.3	4	5	-1	0.2	i	1	4	-4
COc1ccccc1OCC(=O)Nc1cc(S(=O)(=O)N2CCOCC2)ccc1N1CCCCC1	0.4	3	1	-2	0.2	i	-3	21	22
CSCCC(NC(N)=O)C(=O)NCc1ccccc1Cl (stereo not drawn)	-0.7	0	4	-3	0.2	i	-12	7	-6
Cc1ccc(S(=O)(=O)NCCn2nc(C)nc2C)cc1	-0.5	5	-7	-3	0.4	i	-2	-8	-5
CNC(=O)c1cc(S(=O)(=O)Nc2ccc3c(c2)OCO3)ccc1C	2.3	2	-2	-7	-0.6	i	0	1	-1
O=C1CCC/C=C\C[C@@H](CC(=O)N(CCO)Cc2ccccc2)C(=O)N2CCC[C@H]2CO1	0.9	2	0	-1	0.0	i	2	7	-14
O=C(/C=C/c1ccc(Cl)cc1Cl)NCCSCc1ccccc1	-0.1	0	-7	-3	2.5	i	-2	12	31
COc1ccc(CN(CC(=O)NCC2CCCO2)C(=O)CNS(=O)(=O)c2ccccc2)cc1 (stereo not drawn)	-0.4	0	6	-2	-0.2	i	6	5	-5
COc1cccc(CN2CCC(C(=O)Nc3ccc(-c4cccc(C)c4)cc3)CC2)c1O	0.7	-4	0	-1	0.1	i	-2	-14	-18
Cc1cnc(CNC(=O)CC2C(=O)NCCN2Cc2ccccc2F)cn1 (stereo not drawn)	-0.2	2	1	-2	-0.3	i	12	15	-10
COc1ccc(C)cc1NC(=S)NNC(=O)c1ccccc1Cl	-0.7	-2	0	0	-0.2	i	4	25	-7
O=C(COC(=O)c1ccc2c(c1)S(=O)(=O)N=C1CCCCCN12)NCc1cccs1	0.3	-6	1	-2	-0.1	i	-5	-3	-1
CCCc1nc2ccc(NC(=O)c3cccs3)cc2c(=O)n1Cc1ccccc1Cl	0.1	-1	-12	-4	0.5	i	1	3	7
CCOC(=O)CNC(=O)CSc1nc2cccnc2n1C	-1.0	1	-4	-5	-0.6	i	-9	7	-9
COc1cc2cc(C)c(SCC(=O)N3CCN(C(=O)c4ccco4)CC3)nc2cc1OC	3.1	1	-1	-9	-1.2	i	-6	-5	-1
Nc1cnc(Nc2ccc(Br)cc2)nc1N	-0.1	2	5	-1	0.9	i	-14	-7	-2
COc1ccc(/C=N/NC(=S)NCC2CCCO2)cc1 (stereo not drawn)	3.0	-3	-3	-2	-0.6	i	5	9	1
Cc1cc(NC(=O)c2ccccc2C)no1	-0.7	-1	2	-13	-2.3	i	-7	0	-4
CC1(C(=O)NNC(=O)c2ccc(=O)oc2)CC1Br (stereo not drawn)	0.9	1	21	-4	0.9	i	-43	-7	-4
COc1ccc(NC(=O)Cn2ncn3c(cc4ccccc43)c2=O)c(OC)c1OC	-0.4	-4	3	-4	-0.6	i	-7	-11	-3
O=C(Oc1cccc(-n2cnnn2)c1)c1ccco1	0.7	2	3	-3	-1.0	i	4	-5	-1
CN(C)CCOc1ccc(-c2c(-c3ccccc3)sc3ccccc23)cc1	-0.4	-1	2	-3	-0.4	i	-4	-3	33
Cc1ccc(C(=O)/C=C/Nc2ccccc2C(N)=O)cc1	-0.1	0	7	-4	-0.4	i	-3	-6	-4

Gathered by group: the entries above containing fluorine.
SMILES	MsrA inh	Rin1-Abl PPI inh	CSN inh	MsrA act	Tb MetRS inh	Neddylation inh	E coli Lon inh	PABP1 MLLE inh	FAS TE block
COc1ccc(CN2CCNC(=O)C2CC(=O)NC2CCOCC2)c(F)c1 (stereo not drawn)	-0.6	-1	0	0	-0.5	i	7	-1	-6
Cc1cnc(CNC(=O)CC2C(=O)NCCN2Cc2ccccc2F)cn1 (stereo not drawn)	-0.2	2	1	-2	-0.3	i	12	15	-10

Next section.
SMILES	MsrA inh	Rin1-Abl PPI inh	CSN inh	MsrA act	Tb MetRS inh	Neddylation inh	E coli Lon inh	PABP1 MLLE inh	FAS TE block
C=C1SC(Nc2c(C)cc(C)cc2C)=NC12CCCCC2	-1.1	0	-3	0	-0.1	i	-3	-4	-5
O=C(CSc1nnc2n1CCCN2)c1ccc(Cl)cc1	0.0	3	1	-4	-0.7	i	2	24	-8
CCCc1cc(=O)[nH]c(SCC(=O)N(C)CC(=O)Nc2ccccc2CC)n1	1.5	-1	-2	1	-0.2	i	-4	36	-6
COc1cccc(-c2nc(N3CCN(Cc4ccccc4)CC3)c3ccccc3n2)c1O	0.7	1	1	-4	-1.1	i	-2	4	27
COc1ccc(NC(=O)c2ccc(-n3cncn3)c([N+](=O)[O-])c2)cc1OC	1.1	2	-2	-4	15*	i	6	9	-7
O=C(Cc1ccc(NC(=O)C2CCN(C(=O)c3ccccc3)CC2)cc1)Nc1ccc(C(=O)N2CCOCC2)cc1	0.9	36*	4	-1	-1.1	i	-6	-4	-14
O=C(NCc1ccc(Br)cc1)OC1CC2CC1[C@H]1CCCCN1C2=O (stereo partly drawn)	-0.4	/	-2	-2	0.3	i	4	/	-8
Cc1ccc(SCc2cc(=O)[nH]c(N3CCOCC3)n2)cc1	-1.6	-2	-4	-3	0.3	i	10	11	-5
Cc1cc(C)c(C)c(S(=O)(=O)N2CCC(C(=O)N3CC(C)CC(C)C3)CC2)c1C (stereo not drawn)	-1.3	-4	-2	-7	-0.7	i	4	9	17
O=C(Nc1ccc(N2CCOCC2)cc1)C1CC1	0.5	-1	-2	-2	-1.1	i	-12	11	-6
Cc1ccc(-c2nc(NC(=O)c3nn(C)cc3[N+](=O)[O-])sc2C)cc1C	2.0	-2	-1	-1	-0.6	i	0	0	5
CCCNC(=O)C1(CC2CC(c3ccccc3)=NO2)CCN(C(=O)c2cc(OCC)c(OCC)c(OCC)c2)CC1 (stereo not drawn)	0.2	1	-1	0	-0.3	i	-8	3	-4
COc1ccc(C)cc1NC(=O)CSc1nc(SC)ns1	1.6	1	4	-1	-1.3	i	-3	24	11
CN(C)C(=O)c1ccc(N/C=C(\C=O)c2nc3ccccc3o2)cc1	0.0	3	-8	-2	0.3	i	10	2	-3
COc1ccc(C(=O)OCC(=O)NC2CC2)cc1S(=O)(=O)N1CCOCC1	1.7	2	-4	-3	-0.3	i	-7	-4	-2

Two entries picked at random from those above, as already listed:
SMILES	MsrA inh	Rin1-Abl PPI inh	CSN inh	MsrA act	Tb MetRS inh	Neddylation inh	E coli Lon inh	PABP1 MLLE inh	FAS TE block
COc1ccc(C)cc1NC(=O)CSc1nc(SC)ns1	1.6	1	4	-1	-1.3	i	-3	24	11
O=C(CSc1nnc2n1CCCN2)c1ccc(Cl)cc1	0.0	3	1	-4	-0.7	i	2	24	-8

As entered above.
Result for Cc1ccc(SCc2cc(=O)[nH]c(N3CCOCC3)n2)cc1 in CSN inh: -4
Result for CCCc1cc(=O)[nH]c(SCC(=O)N(C)CC(=O)Nc2ccccc2CC)n1 in CSN inh: -2
Result for Cc1ccc(-c2nc(NC(=O)c3nn(C)cc3[N+](=O)[O-])sc2C)cc1C in CSN inh: -1
Result for O=C(Cc1ccc(NC(=O)C2CCN(C(=O)c3ccccc3)CC2)cc1)Nc1ccc(C(=O)N2CCOCC2)cc1 in CSN inh: 4

Continued.
SMILES	MsrA inh	Rin1-Abl PPI inh	CSN inh	MsrA act	Tb MetRS inh	Neddylation inh	E coli Lon inh	PABP1 MLLE inh	FAS TE block
CC(NC(=O)[C@H](Cc1c[nH]c2ccccc12)NC(=O)[C@@H]1Cc2ccccc2CN1)c1ccccc1 (stereo partly drawn)	-0.1	0	0	1	-1.5	i	-3	-13	3
CC(NC(=O)[C@@H](C)NC(=O)[C@@H]1Cc2ccccc2CN1C(=O)OC(C)(C)C)c1ccccc1 (stereo partly drawn)	-0.5	0	-4	-3	-0.1	i	-13	-5	0
O=[N+]([O-])c1ccc(Sc2cccc3cccnc23)cc1	1.8	-5	-4	-2	0.7	i	-7	20	19
Nc1nnc(CC(=O)N2CCCCC2)s1	0.0	3	0	-7	-1.0	i	-8	16	-6
CC(Sc1nc(C(F)(F)F)nc2ccccc12)C(=O)NC1CCCC1 (stereo not drawn)	-0.5	-2	3	-1	-0.3	i	-14	-8	2
CCN1C(=O)c2cccc3c(S(=O)(=O)NCCc4c[nH]c5ccccc45)ccc1c23	0.6	-1	-1	1	-1.0	i	8	-10	19
COc1ccc(OC)c(CCNC(=O)CSc2ccsc2[N+](=O)[O-])c1	1.8	-4	1	-1	-0.2	i	-1	11	1
CN(C)c1ccc(NC(=O)COC(=O)c2cc(=O)c3ccccc3o2)cc1	0.9	2	-1	0	-0.5	i	-3	8	-7
Cc1cc(C)n(-c2ccc(C(=O)OCC(=O)Nc3ccc(Cl)cc3[N+](=O)[O-])cc2)n1	0.3	-1	-3	-7	0.1	i	4	9	3
CCc1cccc(OCC(=O)Nc2ccccc2N2CCCC2)c1	-0.3	5	0	-1	-0.3	i	-8	16	21
CCOc1ccc(CN2CCN(Cc3cc4ccccc4o3)CC2CCO)cc1 (stereo not drawn)	-0.7	0	-1	-5	0.4	i	1	2	-2
CCc1cc(-c2n[nH]c(=S)n2-c2ccccc2C)cs1	/	1	-4	6	-0.2	i	11	-4	-6
